Pf apPOL block = Pf-apPOL DNA polymerase inhibition. actives 0.25% (n = 210,000). AID 1794808. inhibition, % at 10 µM. Recombinant Pf-apPOL, molecular beacon fluorescence, 1.5 h
mHTT-CaM PPI inh = disrupts binding of mutant huntingtin to calmodulin | AlphaScreen His-mHTT/GST-CaM binding, luminescence | P42858 | inhibition, % at 15 µM | actives 3.6% (n = 190,000) | AID 1671202;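 also: 0% = both proteins with DMSO and 100% = one protein alone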
Target sequence (P42858 whole entry, looked up, stated change not applied): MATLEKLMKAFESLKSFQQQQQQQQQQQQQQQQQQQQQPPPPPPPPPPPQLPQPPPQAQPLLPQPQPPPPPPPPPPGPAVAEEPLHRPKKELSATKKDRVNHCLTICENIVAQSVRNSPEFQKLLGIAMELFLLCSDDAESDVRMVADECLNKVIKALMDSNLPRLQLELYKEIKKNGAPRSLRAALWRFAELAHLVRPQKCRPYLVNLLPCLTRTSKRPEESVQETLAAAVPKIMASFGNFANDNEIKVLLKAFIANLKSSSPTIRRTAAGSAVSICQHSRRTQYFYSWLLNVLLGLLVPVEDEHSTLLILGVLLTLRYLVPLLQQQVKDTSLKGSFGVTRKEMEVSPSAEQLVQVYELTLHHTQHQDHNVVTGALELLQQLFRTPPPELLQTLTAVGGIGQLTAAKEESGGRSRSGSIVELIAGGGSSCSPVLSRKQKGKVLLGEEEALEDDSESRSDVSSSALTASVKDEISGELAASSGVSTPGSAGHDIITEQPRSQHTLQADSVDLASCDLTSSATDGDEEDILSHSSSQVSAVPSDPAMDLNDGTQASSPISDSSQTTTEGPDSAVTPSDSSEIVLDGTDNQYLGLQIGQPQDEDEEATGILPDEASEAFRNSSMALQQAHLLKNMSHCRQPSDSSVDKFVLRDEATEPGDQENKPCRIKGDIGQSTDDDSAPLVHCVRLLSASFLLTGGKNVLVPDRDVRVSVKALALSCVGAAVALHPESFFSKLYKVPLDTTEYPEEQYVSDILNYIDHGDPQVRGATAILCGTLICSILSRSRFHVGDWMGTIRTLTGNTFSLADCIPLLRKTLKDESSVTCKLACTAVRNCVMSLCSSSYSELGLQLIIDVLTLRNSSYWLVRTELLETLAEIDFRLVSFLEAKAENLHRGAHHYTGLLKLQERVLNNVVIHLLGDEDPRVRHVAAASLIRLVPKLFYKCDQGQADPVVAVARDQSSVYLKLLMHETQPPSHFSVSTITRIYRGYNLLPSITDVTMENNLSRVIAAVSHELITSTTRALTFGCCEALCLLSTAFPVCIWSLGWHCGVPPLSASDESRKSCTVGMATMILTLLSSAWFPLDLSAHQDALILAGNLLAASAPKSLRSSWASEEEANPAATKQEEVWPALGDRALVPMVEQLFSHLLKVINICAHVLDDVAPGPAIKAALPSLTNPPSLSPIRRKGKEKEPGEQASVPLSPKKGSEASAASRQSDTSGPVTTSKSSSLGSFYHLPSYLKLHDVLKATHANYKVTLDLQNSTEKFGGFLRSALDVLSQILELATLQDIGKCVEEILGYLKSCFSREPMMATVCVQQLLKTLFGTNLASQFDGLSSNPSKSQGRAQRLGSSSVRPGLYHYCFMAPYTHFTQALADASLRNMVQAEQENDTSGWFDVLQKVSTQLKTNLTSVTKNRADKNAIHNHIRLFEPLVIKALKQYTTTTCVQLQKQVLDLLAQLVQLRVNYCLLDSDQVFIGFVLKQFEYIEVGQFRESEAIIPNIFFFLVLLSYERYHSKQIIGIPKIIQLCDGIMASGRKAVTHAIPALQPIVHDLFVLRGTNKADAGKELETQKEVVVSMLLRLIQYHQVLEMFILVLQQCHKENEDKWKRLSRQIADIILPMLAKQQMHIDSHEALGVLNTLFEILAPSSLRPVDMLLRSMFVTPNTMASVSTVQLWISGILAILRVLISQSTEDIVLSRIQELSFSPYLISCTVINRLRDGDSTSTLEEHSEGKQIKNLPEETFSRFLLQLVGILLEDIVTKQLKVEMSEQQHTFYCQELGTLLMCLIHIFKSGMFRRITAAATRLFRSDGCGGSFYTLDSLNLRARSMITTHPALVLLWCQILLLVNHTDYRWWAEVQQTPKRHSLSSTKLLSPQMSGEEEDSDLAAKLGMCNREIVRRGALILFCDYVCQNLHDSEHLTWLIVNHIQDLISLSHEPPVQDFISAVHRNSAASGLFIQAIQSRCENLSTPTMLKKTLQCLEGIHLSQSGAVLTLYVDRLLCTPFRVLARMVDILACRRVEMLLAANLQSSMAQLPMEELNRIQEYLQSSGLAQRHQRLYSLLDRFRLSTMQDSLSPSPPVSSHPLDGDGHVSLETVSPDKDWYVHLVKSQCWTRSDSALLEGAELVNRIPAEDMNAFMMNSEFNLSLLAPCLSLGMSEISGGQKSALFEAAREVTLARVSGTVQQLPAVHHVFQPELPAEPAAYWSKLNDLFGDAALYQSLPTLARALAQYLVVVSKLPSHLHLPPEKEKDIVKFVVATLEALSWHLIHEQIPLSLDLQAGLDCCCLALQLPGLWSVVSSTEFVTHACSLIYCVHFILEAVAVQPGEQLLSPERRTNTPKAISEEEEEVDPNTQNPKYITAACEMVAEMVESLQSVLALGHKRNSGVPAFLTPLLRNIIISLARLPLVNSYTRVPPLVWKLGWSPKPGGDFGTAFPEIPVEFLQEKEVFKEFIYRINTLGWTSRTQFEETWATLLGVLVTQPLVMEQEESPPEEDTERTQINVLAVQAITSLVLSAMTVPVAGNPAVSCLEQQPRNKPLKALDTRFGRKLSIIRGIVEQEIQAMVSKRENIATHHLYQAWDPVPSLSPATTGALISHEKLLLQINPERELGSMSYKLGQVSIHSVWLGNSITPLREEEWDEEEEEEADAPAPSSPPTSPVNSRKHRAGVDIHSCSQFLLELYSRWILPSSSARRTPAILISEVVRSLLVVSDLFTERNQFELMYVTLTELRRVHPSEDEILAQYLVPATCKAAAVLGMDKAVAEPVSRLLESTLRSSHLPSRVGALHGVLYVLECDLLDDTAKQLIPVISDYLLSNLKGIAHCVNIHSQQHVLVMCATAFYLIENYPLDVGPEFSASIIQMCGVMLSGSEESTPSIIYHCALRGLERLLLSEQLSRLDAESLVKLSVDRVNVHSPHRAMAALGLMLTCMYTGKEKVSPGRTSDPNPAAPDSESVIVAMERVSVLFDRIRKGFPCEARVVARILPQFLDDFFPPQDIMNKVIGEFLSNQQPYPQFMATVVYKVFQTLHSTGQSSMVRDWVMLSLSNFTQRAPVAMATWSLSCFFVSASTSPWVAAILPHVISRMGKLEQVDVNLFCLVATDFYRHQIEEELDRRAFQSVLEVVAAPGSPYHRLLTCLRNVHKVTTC
Active calls of the source: *; x = no result given; & = joins results of further samples. Rule as the data show it: active = inhibition above about 50%; inactive = the rest.

Preview, 4 compounds:
Order of values – mHTT-CaM PPI inh, Pf apPOL block
- CCN(CC)C(=O)c1cccc(N2CCNC(c3ccccc3)C2)n1 (stereo not drawn)
→ -7, -6
- COc1ccc(CNC2CCCC2)cc1OC
→ -3, -2
- CCN(CC)C(=O)COc1ccc(Br)cc1Cl
→ -5, -4
- CC(C)c1c(C2CCN(C(=O)C3CCC3)CC2)noc1N
→ -3, -6

Main list (from the top)
Order of values – mHTT-CaM PPI inh, Pf apPOL block
- CCN(CC)C(=O)c1cccc(N2CCNC(c3ccccc3)C2)n1 (stereo not drawn)
→ -7, -6
- COc1ccc(CNC2CCCC2)cc1OC
→ -3, -2
- CCN(CC)C(=O)COc1ccc(Br)cc1Cl
→ -5, -4
- CC(C)c1c(C2CCN(C(=O)C3CCC3)CC2)noc1N
→ -3, -6
- CC(=O)N1c2ccc(S(=O)(=O)NCc3ccc(F)cc3)cc2CC1C (stereo not drawn)
→ -2, -2
- CC(C)(C)n1nc2c(c1NC(=O)c1cc(Cl)ccc1[N+](=O)[O-])CS(=O)(=O)C2
→ 5, -4
- COC(=O)COc1ccc2c(c1)OC(=CC=Cc1ccccc1OC)C2=O
→ 9, -2
- COc1ccc(-c2cc(C(F)(F)F)n3nc(C(=O)Nc4cc(C)on4)cc3n2)cc1OC
→ -1, -1
- CCC(=O)NCCc1csc(C2CCCN(C(=O)Cc3ccccc3F)C2)n1 (stereo not drawn)
→ -5, -6
- CCN1CCN(c2ccc(NC(C)=O)cn2)C1=O
→ -3, 1
- CCNc1cc(N2CCCC(CCC(=O)Nc3cccc(C)c3)C2)ncn1 (stereo not drawn)
→ 17, -8
- Cc1ccc(S(=O)(=O)C(CNC(=O)C(=O)NCC2CCCO2)c2ccco2)cc1 (stereo not drawn)
→ -11, 1
- CSc1ccc(CN2CCN(Cc3ccccn3)CC2)cc1
→ 2&8, -6&-2
- COc1ccc(C)cc1NC(=O)c1cn2c(n1)CSCC2
→ 14, -6
- CCC(=O)Nc1c(-c2cccc(F)c2)n[nH]c1CC
→ -1, 0
- Cc1ccc(C(=O)CC(=CC(=C2SC(=S)NC2=O)c2ccc(C)cc2)c2ccccc2)cc1
→ x, -4
- O=C(Nc1c2c(nn1-c1cccc(Cl)c1)CSC2)c1cccc(Br)c1
→ 3, -4
- Cc1ccc2c(c1)N/C(=C(/C=C(\Cl)[N+](=O)[O-])[N+](=O)[O-])N2
→ 36, -3
- CCOc1ccccc1NC(=O)N1CCC2(CC1)c1cccn1-c1ccc(C)cc1N2CC
→ 50*, -4
- COc1ccc(C(=O)N2CCC3(CC2)NC(=O)N(Cc2cccc(Cl)c2)C3=O)c(C)c1
→ 27, -6
- CCc1nnc2c(NC(=O)c3ccc(C(C)C)cc3)cccn12
→ -6, -4
- COc1cc(C(=O)N2CCCCCC2)c([N+](=O)[O-])cc1OC
→ 1, 1
- CC(C)CCNC(=O)c1ccc(Br)o1
→ 2, -2
- O=[N+]([O-])C(Cl)C(=Nc1ccc(Br)cc1)n1nnc2ccccc21 (stereo not drawn)
→ 5, 9
- O=c1c(-c2ccc(Br)cc2)coc2c(CN3CCCCC3)c(O)ccc12
→ 3, -16
- O=C1NCCSC1c1ccccc1 (stereo not drawn)
→ x, 6
- COc1ccc(OCC(O)CN2CCN(c3cccc(Cl)c3)CC2)cc1 (stereo not drawn)
→ 17, -9
- O=C(Nc1cccs1)Nc1nc(-c2nc3ccccc3s2)cs1
→ -2, -5
- CC(=O)N1CCc2nn(CC(=O)Nc3cccc(C)c3)c(=O)cc2C1
→ 22, -4
- COc1c(C(N)=NO)cc(C)c2c1CCC2
→ x, -30
- O=C(NCCN1CCOCC1)c1cn2ccccc2n1
→ -3, -7
- O=C(Cc1ccccc1)NCCc1ccccc1
→ -12, 3
- FC(F)(F)c1cc(Cl)c2nc(-c3ccccc3)cn2c1
→ x, 1
- Cc1ccnc(N2CCC(C(=O)N3CCC(C)CC3)CC2)n1
→ -7, -2
- O=c1[nH]c2ccc(S(=O)(=O)N3CCCC3)cc2[nH]1
→ -1, x
- CCOc1ccc(C(=O)N2CCN(c3c(Cl)cccc3[N+](=O)[O-])CC2)cc1
→ 29, -5
- CC(C)c1ccc(NC(=O)C2CCc3nc(N4CCOCC4)ncc3C2)cc1 (stereo not drawn)
→ 8, -4
- CSc1nc(Oc2ccc(=O)[nH]n2)nc(N(C)C)n1
→ 5&-1, -7&5
- Cc1ccc(NC(=O)Cc2nnc(-c3ccncc3)o2)cc1C
→ -2, -3
- CCCOc1ccc(CN2CCCC2c2c(C)noc2CC)cc1 (stereo not drawn)
→ -58, 1
- CC(=O)Nc1ccc(C2Nc3ccccc3C(c3ccccc3)(c3ccccc3)O2)cc1 (stereo not drawn)
→ 12, -10
- COc1cc(NC(=O)c2ccc(C)c([N+](=O)[O-])c2)ccc1NC(=O)c1ccco1
→ 5, -3
- CC1CCCCC1NS(=O)(=O)c1ccc2nc(-c3ccccc3)[nH]c2c1 (stereo not drawn)
→ 44, -8
- CCSc1nnc(-c2nn(C)c3c2CN(C(=O)CC2CCCC2)CC3)n1C
→ 7, -1
- O=C(c1ccc(F)cc1)N1CCC(COc2ccccc2C(=O)N2CCCC2)CC1
→ 2, -2
- Cc1ccccc1OCc1nnc(SC(C)C(=O)Nc2nccs2)n1Cc1ccccc1 (stereo not drawn)
→ 1, 2
- CC(=O)n1c2ccccc2c2c1c1ccccc1n2C
→ 15, -2
- CCOC(=O)Nc1ccc(S(=O)(=O)Nc2ccc(Br)cc2)cc1
→ 0, -2
- CCc1ccc(C(C)NC(=O)c2ccccn2)cc1 (stereo not drawn)
→ -1, -11
- Cc1cc(NC(=O)CNC(=O)C2CCCCC2)no1
→ -4, -3
- COc1cc([N+](=O)[O-])ccc1-n1c(C)cc(C=O)c1C
→ 8, -4
- Cc1c(C(=O)CSc2ncccc2C(=O)O)sc2ccccc12
→ x, 7
- CC(C)C(=O)N1CCN(c2nc3c(s2)CC(C(=O)NC2CC2)CC3)CC1 (stereo not drawn)
→ 7, 1
- CSc1nc(N)nc(SCCS(=O)(=O)c2ccc(C)cc2)c1C#N
→ -2, 4
- COc1ncccc1CNC(=O)C1CCN(C(C)=O)CC1
→ -5, 1
- Cn1c(SCC(=O)c2ccccc2)nnc1-c1cccc(N)c1
→ 1, 1
- COc1cc(OC)cc(C2=NC3(CCCCC3)N(C(=O)c3ccc(OC)c(OC)c3)C2=S)c1
→ 76*, 0
- O=C(c1ccc(-c2cccnc2)nc1)N1CCCC1
→ -1, -2
- CC(C)CNS(=O)(=O)c1ccc(Br)cc1N1CCC[C@@H]1CO
→ -8, -2
- CCCCN(Cc1ccccc1)Cc1cc(OC)c(OC)cc1[N+](=O)[O-]
→ -3, -3

Further compounds follow:
Order of values – mHTT-CaM PPI inh, Pf apPOL block
- CCOC(=O)c1c(C)nn(-c2ccc(NC(=O)c3snnc3C)cc2)c1C
→ x, -11
- CC(C)(C)n1nc2c(c1NC(=O)c1ccc(Br)o1)CS(=O)C2 (stereo not drawn)
→ 1, 4
- O=C(Nc1cc(C(F)(F)F)cc(C(F)(F)F)c1)Nc1sccc1Cl
→ x, -12
- COC(=O)c1ccccc1NC(=S)NNC(=O)c1ccc([N+](=O)[O-])cc1
→ x, 1
- COC(=O)c1c(C)oc2cc(Br)c(OC(=O)c3cccc([N+](=O)[O-])c3)cc12
→ 5, 0
- Cc1ccc(NC(=O)N2CCc3c(c(COc4cccc(F)c4)nn3C)C2)cc1C
→ 30, -4
- Cn1cc(SCC(=O)Nc2ccccc2C(F)(F)F)c2ccccc21
→ -8, -7
- CC(Oc1ccccc1F)C(=O)Nc1ccc([N+](=O)[O-])cc1 (stereo not drawn)
→ -3, -8
- COc1cc(OC)c(-n2cc(-c3ccc(C)cc3)[nH]c2=O)cc1Cl
→ 19, 0
- COc1ccccc1C1(CNC(=O)COc2ccccc2F)CCOCC1
→ -8, -6
- CCCNc1cc(N2CCC(CCC(=O)NCc3cccc(C)c3)CC2)ncn1
→ 5, -6
- CC(=O)N1CCCc2ccc(NC(=O)c3ccc(Cl)cc3)cc21
→ -5, -10
- COC(CNC(=O)c1cccnc1SCC(=O)NCCc1ccccc1)OC
→ -2, 3
- CC(=O)c1ccc(N2CN=c3s/c(=C\c4ccncc4)c(=O)n3C2)cc1
→ -3, 0
- COCOCCn1cc(CN2CCS(=O)(=O)N(Cc3ccc(-c4ccc(Cl)cc4)cc3)C(C(C)C)C2=O)nn1 (stereo not drawn)
→ 42, -29
- CN(CCO)S(=O)(=O)c1ccc2c(c1)C(=NO)c1cc(S(=O)(=O)N(C)CCO)ccc1-2
→ 6, 2
- COc1cc2c(cc1OC)C(C(Cl)(Cl)Cl)OC(=O)C2 (stereo not drawn)
→ -3, -2
- Cc1c(Cl)cccc1N=Cc1nc(-c2ccccc2)oc1O
→ 7, -6
- O=C(CSc1nnc(-c2ccc(C(F)(F)F)cn2)s1)c1ccc(Cl)cc1
→ x, 1&-14
- Cc1ccccc1C(=O)N1CC2CC1CC2NS(=O)(=O)c1cccnc1 (stereo not drawn)
→ 1, 0
- O=C(NCc1ccccn1)c1cccc(I)c1
→ -1, -2
- O=c1c2cn[nH]c2nc(SCc2cccc([N+](=O)[O-])c2)n1-c1ccccc1Br
→ 41, -7
- Cc1ccccc1C(=O)Nc1ccc(NC(=O)c2ccc(Cl)cc2Cl)cc1
→ -8, -1
- O=C(c1ccc2c(c1)OCO2)N1CCC2(C1)NCc1ccccc1NC2=NC1CCCC1 (stereo not drawn)
→ 11, -7
- O=C(NCCC1=CCCCC1)C1CCCN(c2cc(-n3cccn3)ncn2)C1 (stereo not drawn)
→ -5, -3
- O=C(NCC1CCN(S(=O)(=O)C2CC2)CC1)Nc1ccccc1C(F)(F)F
→ -16, -10
- CCOc1ccccc1C(=O)N1CC(C(=O)NC)C2(CCCC2)C1 (stereo not drawn)
→ -4, 1
- COc1ccc(N=c2oc3ccccc3cc2C(=O)NC(C)=O)cc1
→ 1, 4
- COc1ccc(-c2noc(-c3ccc(N4CCCCCC4)nc3)n2)cc1
→ -10, 0
- Cc1ccc(NC(=O)N2CCN(c3ccc(Cl)cc3)C(=O)C2C)cc1 (stereo not drawn)
→ 5, -5

One compound at a time (already shown). Values in the order: mHTT-CaM PPI inh, Pf apPOL block
CC(Oc1ccccc1F)C(=O)Nc1ccc([N+](=O)[O-])cc1 (stereo not drawn) is listed as -3, -8
COc1ncccc1CNC(=O)C1CCN(C(C)=O)CC1 is listed as -5, 1

(listing goes on)
Order of values – mHTT-CaM PPI inh, Pf apPOL block
- COc1ccc(Oc2c(C(F)(F)F)oc3c(CN4CCOCC4)c(O)ccc3c2=O)cc1
→ 18, -13
- Brc1ccc2c(c1)C1C=CCC1C(c1ccncc1)N2 (stereo not drawn)
→ 95*, -7
- O=C(CSc1nnc(NC(=O)c2ccccc2Cl)s1)Nc1ccc([N+](=O)[O-])cc1
→ 11, -5
- Cc1cc(C)nc(SCC(O)COc2ccc(Cl)cc2)n1 (stereo not drawn)
→ 0, -1
- CC1(C(=O)NCc2cccnc2)CCC(=O)N1CCc1ccccc1 (stereo not drawn)
→ -1, -14
- Cc1nc2n(c(=O)c1C)CCN2CC(=O)N1CCc2ccccc2C1
→ 8, 1
- Cc1ccc(C(=O)Nc2ccc(-c3nc4ccccc4s3)c(O)c2)cc1
→ -15, 13
- CCCn1ccc2sc(C)c(C(=O)N3CCCC3)c2c1=O
→ 6, 3
- COc1ccc(Cl)cc1NC(=O)CSc1ccc2nnc(-c3cccs3)n2n1
→ -6, 2
- CCN1C(=O)Cc2ccccc2C1C(=O)N1CCN(c2ccccc2Cl)CC1 (stereo not drawn)
→ 9, -1
- CCCCCCCNC(=O)CCCCSc1nc(-c2ccccc2)c(-c2ccccc2)[nH]1
→ x, -1
- CN(C)c1nc(N2CCCC2)nc2c1CN(C(=O)c1cccs1)CC2
→ 9, -1
- C#CCOC(NC(=O)OCC)(C(F)(F)F)C(F)(F)F
→ x, -14
- CCC(=O)N1CCN(c2ccc(C)c(Cl)c2)C(=O)C1C (stereo not drawn)
→ -2, -2
- Cc1noc(-c2cccc(C(F)(F)F)c2)c1C(=O)NCc1ccccc1Cl
→ -4, 0
- Fc1cnc(N2CCOCC2)nc1N1CCOCC1
→ 0&-7, -5&-2
- COc1cccc(CCC(=O)N2CCCN(C3CCN(Cc4ccccc4)C3=O)CC2)c1 (stereo not drawn)
→ 26, 5
- O=S(=O)(NCCc1csc2nc(-c3ccccc3F)nn12)c1cccc(Cl)c1
→ -7, -6
- COC(=O)C1=C(C(=O)OC)SC2(S1)C(C(=O)OC)=C(C(=O)OC)SC1=C2c2cc(OC)ccc2NC1(C)C
→ 63*, x
- CCC(C(=O)Nc1ccc(S(N)(=O)=O)cc1)c1ccccc1 (stereo not drawn)
→ -2, -3
- O=C(CN1CCN(c2ccc3c(c2)OCO3)C1=O)N1CCN(c2ccccc2Cl)CC1
→ -10, -6
- COc1ccc(/C=C(/NC(=O)c2cccs2)C(=O)N2CCN(C)CC2)cc1OC
→ 1, -6
- COc1ccc(C2=C/C(=C/c3ccc(C)c(OC)c3)C(=O)O2)cc1
→ -2, -2
- COc1ccc(OCC(=O)Nc2cc(Cl)c(Cl)cc2Cl)cc1
→ 0, -14
- O=C(Nc1ccc(F)c(F)c1)c1cc(S(=O)(=O)N2CCCCCC2)ccc1F
→ 1, 1
- Clc1ccccc1/C=C/C=Nc1ccc(N2CCOCC2)cc1
→ 32, 2
- Cc1cccc(N2C(N)=C(C#N)C(c3cccs3)C3=C2CC(C)(C)CC3=O)c1 (stereo not drawn)
→ 33, -4

4 entries drawn at random from the list so far:
Order of values – mHTT-CaM PPI inh, Pf apPOL block
- Cc1ccc2c(c1)N/C(=C(/C=C(\Cl)[N+](=O)[O-])[N+](=O)[O-])N2
→ 36, -3
- COc1cc(OC)cc(C2=NC3(CCCCC3)N(C(=O)c3ccc(OC)c(OC)c3)C2=S)c1
→ 76*, 0
- CCOc1ccccc1C(=O)N1CC(C(=O)NC)C2(CCCC2)C1 (stereo not drawn)
→ -4, 1
- Brc1ccc2c(c1)C1C=CCC1C(c1ccncc1)N2 (stereo not drawn)
→ 95*, -7

From PubChem BioAssay
